Source: PubChem BioAssay
GPR55 LPI antagonism = GPR55 antagonists blocking LPI-driven arrestin recruitment, primary screen, imaging, U2OS, beta-arrestin-GFP, LPI agonist (AID 2013). U2OS GPR55 beta-arrestin-GFP translocation imaging, LPI antagonism; higher % means a stronger effect. one-dose inhibition, % at 10 µM; IC50 in µM for titrated hits. 290,000 compounds, 0.13% hits;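 active means spots per cell inhibited over 60%, with over 100 cells counted and total cytoplasm intensity under 500,000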;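 further: U2OS cells stably carrying GPR55 and arrestin-GFP stimulated by 5 µM LPI near EC80; imaged beta-arrestin-GFP aggregate spots per cell after agonist stimulation; plate controls were LPI-stimulated DMSO wells for no effect and DMSO wells without LPI for full effect; some results filed as inactive read as strong as hits; confirmed hits need IC50 under 10 µM and bright autofluorescent wells are also inconclusive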
Lipid droplet = modulators of hepatic lipid droplet formation. inhibition, % at 6.5 µM. AID 1656. AML12 mouse hepatocytes, oleate lipid droplets, BODIPY imaging. 240,000 compounds, 0.4% hits;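 active means lipid droplet intensity inhibited by at least 50%, with more than 500 cells counted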
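Material: mouse AML12 hepatocyte cell line, fixed after treatment; Timing: compound with oleate, overnight; Technique: high-content imaging of BODIPY-stained droplets and DAPI nuclei; Probe or stimulus: oleate, 100 µM final; Dosing: compound at 6.5 µM only.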
Large T inhibition = SV40 large T antigen inhibitors, biochemical (AID 1903) | 310,000 compounds, 0.39% hits | one-dose inhibition, % at 20 µM; IC50 in µM for titrated hits | SV40 large T antigen ATPase/helicase inhibition assay; higher % means a stronger effect; in the data active means a potency from the dose series; further: strong numbers were not always called active
MgcRacGAP inhibition = MgcRacGAP GTPase-activating activity inhibitors, confirmation, biochemical, ADP Hunter fluorescence | MgcRacGAP-stimulated Rac1 GTP hydrolysis, ADP Hunter fluorescence; higher % means a stronger effect; GST-tagged Rac1 F28L mutant substrate | one-dose inhibition, % at 30 µM; IC50 in µM for titrated hits | 340,000 compounds, 0.6% hits;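 active means first-screen hits whose inhibition reached a set limit at any dose in the follow-up dose series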;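 further: fluorescence reports GDP produced by GAP-driven GTP hydrolysis; strong numbers were not always called active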
LYP inhibition = PTPN22 lymphoid phosphatase activity blockers – biochemical, fluorescence intensity, uHTS (AID 1779); inhibition, % at 11.5 µM; hits with a dose series show IC50 in µM; recombinant LYP phosphatase, fluorescence intensity; higher % means a stronger effect; 290,000 compounds, 0.054% hits; in the data active means inhibition above about 50%;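 further: plate controls were vehicle with enzyme for no effect and no enzyme for full effect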
NTR1 ag = NTR1-driven beta-arrestin-GFP spot formation – imaging, U2OS cells, high content, primary screen (AID 493036) | 330,000 compounds, 0.17% hits | agonist mode | activation, % at 20 µM | P30989;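 active means activation at or above 40% of the spot to cytoplasm intensity ratio, with at least 20 cells analyzed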;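 further: 0% = DMSO without peptide and 100% = 100 nM NTR1 peptide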
Target sequence (P30989 whole entry, looked up): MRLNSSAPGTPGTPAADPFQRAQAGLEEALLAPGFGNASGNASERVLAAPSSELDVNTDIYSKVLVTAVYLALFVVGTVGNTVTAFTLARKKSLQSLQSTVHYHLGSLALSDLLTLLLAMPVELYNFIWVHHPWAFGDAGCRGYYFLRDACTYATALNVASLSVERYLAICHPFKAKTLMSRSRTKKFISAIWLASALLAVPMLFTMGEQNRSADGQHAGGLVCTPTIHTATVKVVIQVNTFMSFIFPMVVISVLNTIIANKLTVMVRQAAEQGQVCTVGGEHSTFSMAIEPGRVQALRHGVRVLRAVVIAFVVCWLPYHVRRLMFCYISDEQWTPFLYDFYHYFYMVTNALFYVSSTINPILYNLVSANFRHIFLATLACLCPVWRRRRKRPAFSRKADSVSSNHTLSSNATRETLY
T cell HTS = modulates CD8 T cell binding to vesicles. 330,000 compounds, 0.068% hits. calls only at 7 µM. 2C CD8+ T cell-vesicle binding, flow cytometry; hits give low values;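 active means response, share of CD8 T cells binding vesicles, and their 90th percentile fluorescence all below set limits, cut at about 80% in these data, passing the limit was not always enough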
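Material: murine 2C transgenic CD8+ T lymphocytes / Also added: QL9-peptide-loaded Drosophila micro-vesicles bearing Ld, ICAM-1 and B7-1 / Schedule: binding step 1.5 h, 37 °C, antibody labelling 20 min, ice / Signal: flow cytometry, PE anti-B7-1 (FL2) versus Alexa647 anti-CD8 (FL8), PFA-fixed / Evaluation: percent CD8+ FL2 mean versus row control / Benchmarks: naked versus QL9-loaded vesicles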
GPR55 activation = GPR55 agonists via beta-arrestin recruitment, primary screen, imaging, U2OS cells, beta-arrestin-GFP redistribution (AID 1961). U2OS GPR55 beta-arrestin-GFP redistribution imaging; higher % means a stronger effect. activation, % at 10 µM; hits with a dose series show EC50 in µM. 290,000 compounds, 0.048% hits;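 active means activation above 40% with more than 50 cells counted in the well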;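 further: U2OS osteosarcoma cells stably expressing GPR55 and beta-arrestin-GFP; plate controls were DMSO negative control for no effect and LPI positive control for full effect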
GPR35 antagonists = inhibition of zaprinast-stimulated GPR35 beta-arrestin translocation – imaging, U2OS, beta-arrestin-GFP, zaprinast agonist, primary screen (AID 2058); inhibition, % at 10 µM; hits with a dose series show IC50 in µM; 290,000 compounds, 0.052% hits; U2OS GPR35 beta-arrestin-GFP translocation imaging, zaprinast antagonism; higher % means a stronger effect;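 active means inhibition of at least 50% with at least 30 cells and total cytoplasm GFP at most 10,000,000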
Lipid droplet cells 6.5 µM = also measured in Lipid droplet; calls as there; cell count; measured here: cell count, cytotoxicity flag;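 cells counted across two imaged fields per well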
T cell HTS vesicle-bound % = recorded beside T cell HTS, whose call it bears; double positive events, %; measured here: CD8+ vesicle-bound cell fraction;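 binding gate set so that unloaded-vesicle control wells show 10% double positive cells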
NTR1 ag cell count 20 µM = also measured in NTR1 ag; calls as there; cell count; measured here: cell count, cytotoxicity flag
The depositor's hits bear a star; i = inactive; / = not tested or not shown. Hits appear at their usual frequency; overall some 1.8% were active at least once.

SMILES	GPR55 LPI antagonism	Lipid droplet	Lipid droplet cells 6.5 µM	Large T inhibition	MgcRacGAP inhibition	LYP inhibition	NTR1 ag	NTR1 ag cell count 20 µM	T cell HTS	T cell HTS vesicle-bound %	GPR55 activation	GPR35 antagonists
Cc1cccc(N2CCN(Cc3nc(-c4ccccc4Cl)oc3C)CC2)n1	0%	-6	677	-6%	8%	-6%	0.0	83	i	62	-0.3%	3%
COc1cccc(N(CC(=O)N2CCN(c3ccccc3OC)CC2)S(C)(=O)=O)c1	-1%	-10	762	5%	3%	-7%	-0.9	85	i	38	0.0%	1%
CCCc1[nH]c(=O)c(C#N)c2c1COC(C)(C)C2	-6%	5	760	4%	3%	-4%	1.2	88	i	14	-0.1%	-6%
CC(C)OCCCNC(=O)c1ccc(NS(C)(=O)=O)cc1	8%	2	735	3%	3%	-8%	-0.3	60	i	40	-0.2%	-5%
O=C(O)/C=C/c1ccc(-n2ccnc2)cc1	-4%	-7	671	5%	7%	-3%	1.8	52	i	39	-0.2%	-2%
O=C(COc1ccc(S(=O)(=O)NC2CCCCC2)cc1)NCC1CCCO1 (centres undefined)	19%	1	668	-1%	-1%	-2%	-0.6	55	i	64	0.0%	-16%
CCOc1ccc(C(C)(C)C)cc1S(=O)(=O)N1CC(C)OC(C)C1 (centres undefined)	6%	-6	692	-3%	8%	0%	0.0	34	i	33	-0.1%	-2%
Cc1cc2nc(Sc3c([N+](=O)[O-])nc(C)n3Cc3ccccc3)[nH]c2cc1C	2%	14	702	-5%	10%	1%	3.5	70	i	30	-0.3%	19%
Cc1ccc(NC(=O)CSc2nnc(-c3ccoc3C)n2CCCN(C)C)cc1Cl	7%	-17	716	13%	5%	-16%	0.5	47	i	15	-0.1%	8%
Cc1ccccc1-c1oc(C)c(C)[n+]1[O-]	9%	3	683	24%	2%	-6%	-0.6	54	i	30	-0.2%	-4%
CNC(=O)c1cc(Cl)c(OC)c(OC)c1	14%	-21	618	2%	8%	3%	1.2	35	i	16	-0.1%	12%
Cc1cc([N+](=O)[O-])ccc1-c1ccc(C2Nc3ccccc3C(=O)N2O)o1 (centres undefined)	16%	/	/	-2%	9%	9%	3.7	64	i	11	0.2%	2%
COc1cc(NC(=O)c2ccc(C(=O)c3ccccc3)cc2)cc(OC)c1OC	-10%	2	677	-1%	6%	-6%	1.8	57	i	17	0.9%	-2%
CSc1ccc(S(=O)(=O)Nc2ccc3c4c(cccc24)CC3)cc1	7%	/	/	6%	13%	-4%	18	74	i	35	-0.1%	7%
Cc1nn(C(C)C(=O)NCCc2ccco2)c(=O)c2nn(-c3ccccc3)c(C)c12 (centres undefined)	9%	-6	715	3%	13%	-12%	-0.4	63	i	24	0.0%	-4%
Cc1ccc(C(=O)N2CCN(c3ccccc3O)CC2)cc1S(=O)(=O)N1CCCCC1	/	/	/	14%	-3%	/	-0.7	61	i	37	/	/
COC(=O)c1ccc(OC(=O)c2ccncc2)cc1O	-7%	9	746	26%	6%	-3%	-0.4	47	i	30	0.0%	0%
O=C(C(Cc1ccccc1)N1C(=O)C2C3CCC(C3)C2C1=O)N1CCCCC1 (centres undefined)	6%	/	/	5%	10%	2%	0.2	52	i	9	-0.1%	14%
CCCOC1CCCN(Cc2nc(-c3ccc(C(=O)OC)cc3)no2)C1 (centres undefined)	-4%	-10	740	24%	10%	-4%	1.2	61	i	28	0.0%	-4%
COc1ccc(-c2nc(C#N)c(N3CCCCC3)o2)cc1	5%	-3	881	-3%	8%	-12%	-0.5	102	i	22	-0.1%	-13%
C=CCNC(=O)C(=O)NCCCN1CCOCC1	-6%	2	696	0%	1%	3%	0.7	33	i	32	0.3%	-4%
COc1ccnc(N2CCN(c3ccc(Cl)cc3)CC2)c1C#N	9%	/	/	-2%	-1%	-3%	5.7	51	i	13	-0.1%	1%
Cc1ccc(NC(NC(=O)c2cccnc2)C(Cl)(Cl)Cl)cc1 (centres undefined)	0%	1	663	5%	4%	-8%	-0.3	60	i	45	-0.2%	-12%
O=C(c1ccc(S(=O)(=O)N2CCCC2)cc1)N1CCN(c2ccccc2)CC1	3%	-3	787	5%	6%	-4%	0.3	41	i	24	0.5%	-2%
O=C(COC(=O)c1ccc(Cl)c(S(=O)(=O)NCc2ccccc2)c1)NCC1CCCO1 (centres undefined)	13%	-9	652	8%	7%	-8%	1.3	48	i	28	0.5%	5%
Cc1cccc(NC(=S)NCc2cccs2)c1	-1%	-15	644	-3%	9%	5%	-0.7	87	i	46	-0.1%	-20%
CCCCOc1ccc(Br)cc1CSC(=N)N	24%	-14	597	17%	9%	-1%	/	/	/	/	0.1%	-1%
Cc1ccc(C(=O)N/N=C\c2ccc[nH]2)cc1[N+](=O)[O-]	7%	/	/	24%	6%	3%	2.3	45	i	52	-0.1%	3%
Cc1cccc(S(=O)(=O)Nc2nc3ccccc3nc2Nc2ccc3c(c2)OCO3)c1	7%	-14	641	18%	10%	-3%	4.0	71	i	7	-0.3%	-10%
CC(C)(C)NC(=O)COC(=O)c1cc(Br)ccc1Cl	-3%	-16	602	-9%	4%	-11%	-0.6	96	i	52	-0.3%	13%
COc1nc2cc(C)ccc2cc1-c1noc(-c2cccnc2)n1	2%	/	/	/	/	-3%	/	/	/	/	-0.2%	-14%
CC(C(=O)OCC(=O)c1cccc([N+](=O)[O-])c1)N1C(=O)C2C3CCC(C3)C2C1=O (centres undefined)	14%	-8	632	13%	-2%	-4%	1.9	86	i	43	-0.3%	12%
O=C(Cn1cnc2sc(-c3ccccc3)cc2c1=O)N1CCOCC1	4%	-4	750	8%	7%	2%	-1.9	41	i	18	0.1%	-8%
Cc1ccc2[nH]c(=O)c3cc(C(=O)N4CCN(C(=O)c5ccco5)CC4)sc3c2c1	-6%	/	/	15%	5%	-2%	1.9	47	i	54	-0.1%	6%
c1ccc(CNc2nc(N3CCOCC3)nc(N3CCOCC3)n2)cc1	4%	1	734	5%	4%	3%	-0.9	40	i	27	-0.4%	-6%
CC(=O)c1ccc(NC(=O)Cn2nc(C)c([N+](=O)[O-])c2C)cc1	12%	26	672	5%	-3%	2%	-1.1	69	i	34	-0.7%	0%

Copied from the entries so far, 2 compounds:
SMILES	GPR55 LPI antagonism	Lipid droplet	Lipid droplet cells 6.5 µM	Large T inhibition	MgcRacGAP inhibition	LYP inhibition	NTR1 ag	NTR1 ag cell count 20 µM	T cell HTS	T cell HTS vesicle-bound %	GPR55 activation	GPR35 antagonists
Cc1ccc2[nH]c(=O)c3cc(C(=O)N4CCN(C(=O)c5ccco5)CC4)sc3c2c1	-6%	/	/	15%	5%	-2%	1.9	47	i	54	-0.1%	6%
c1ccc(CNc2nc(N3CCOCC3)nc(N3CCOCC3)n2)cc1	4%	1	734	5%	4%	3%	-0.9	40	i	27	-0.4%	-6%

(more compounds)
SMILES	GPR55 LPI antagonism	Lipid droplet	Lipid droplet cells 6.5 µM	Large T inhibition	MgcRacGAP inhibition	LYP inhibition	NTR1 ag	NTR1 ag cell count 20 µM	T cell HTS	T cell HTS vesicle-bound %	GPR55 activation	GPR35 antagonists
Cc1cc(NS(=O)(=O)c2ccc(Nc3nc(-c4sc(NC(=O)c5ccccc5)nc4C)cs3)cc2)no1	36%	5	835	33%	/	9%	1.1	80	i	17	0.3%	-5%
CN1CC(=O)N(CC(=O)Nc2ccc(Br)cc2F)C1=O	1%	14	723	3%	3%	-3%	-0.8	55	i	32	0.2%	-6%
CNC(=O)c1sc2nc(-c3ccc(OC)cc3)cn2c1C	15%	/	/	5%	4%	-6%	-0.2	101	i	17	-0.1%	-12%
COc1cccc(NC(=O)C(NCCc2ccc(S(N)(=O)=O)cc2)c2ccccc2)c1 (centres undefined)	13%	-9	851	0%	3%	-1%	3.8	45	i	25	0.3%	17%
CCNC(=O)CC1C(=O)N(c2ccc(F)cc2)C(=O)N1CCC(C)C (centres undefined)	11%	-4	749	2%	3%	-3%	-0.5	87	i	32	0.2%	5%
CCNC(=O)C1CCCN1S(=O)(=O)c1ccc2ccccc2c1 (centres undefined)	-1%	-10	697	13%	-4%	-9%	1.0	71	i	61	-0.2%	-13%
CN(C)CCCNC(=O)C1CCNCC1	1%	-15	702	14%	10%	-7%	-1.4	41	i	10	0.2%	8%
Cc1onc(-c2c(F)cccc2Cl)c1C(=O)N1C=CC(C(F)(F)Cl)=NCC1	16%	/	/	6%	6%	-3%	-2.6	86	i	21	0.0%	-2%
CN(C)S(=O)(=O)c1cccc(NC(=O)c2ccncc2)c1	6%	-15	607	7%	8%	6%	-0.4	74	i	15	0.1%	-10%
O=[N+]([O-])c1ccc(N=Nc2ncc[nH]2)cc1	0%	-1	842	10%	2%	-7%	-4.0	101	i	65	-0.2%	-2%
CCN(C(=O)COC(=O)c1ccc(S(=O)(=O)N2CCCc3ccccc32)cc1)C1CCS(=O)(=O)C1 (centres undefined)	2%	6	697	1%	5%	-3%	1.6	42	i	50	-0.3%	16%
O=C(N/N=C/c1ccc(-c2ccc([N+](=O)[O-])cc2)o1)[C@H]1C[C@@H]1c1ccccc1	0%	15	653	17%	10%	5%	2.3	43	i	43	0.0%	5%
CC(C)(C)c1cc(NC(=O)Nc2ccc(Cl)cc2Cl)no1	1%	50*	772*	18%	8%	-2%	10	49	i	38	-0.2%	1%
COc1ccc(-n2c(=S)[nH]c3cc(C(=O)NCc4ccc(F)cc4)ccc3c2=O)c(OC)c1	-10%	-3	804	2%	4%	-5%	-1.3	42	i	46	-0.2%	2%
Cc1ccccc1CCN(C(=O)Cn1nnc2ccccc21)C(C(=O)NC(C)(C)C)c1ccsc1 (centres undefined)	-2%	0	623	6%	0%	0%	0.8	43	i	48	-0.2%	-5%
O=C(CNC(=O)c1ccncc1)N/N=C/c1ccccc1[N+](=O)[O-]	3%	12	711	25%	8%	-6%	-0.8	85	i	58	1.0%	-8%
COc1ccc(S(=O)(=O)N2CCOCC2)cc1NC(=O)CN1CCC(Cc2ccccc2)CC1	24%	-21	467	0%	3%	-5%	0.0	62	i	21	1.3%	-22%
CSCCC(NS(=O)(=O)c1ccc2ccccc2c1)C(=O)OCC(=O)c1ccc(C(C)C)cc1 (centres undefined)	6%	10	675	2%	0%	7%	/	/	i	45	-0.2%	4%
CCSc1nnc(NC(=O)COc2ccc3ccccc3c2)s1	5%	/	/	-1%	6%	-1%	-1.1	70	i	32	0.0%	-8%
